Screens as filed in PubChem BioAssay.
Anthrax LF inh2: blocks Bacillus anthracis lethal factor protease; P15917; multiplex microsphere protease cleavage assay, LF; inhibition, % at 10 µM; 360,000 compounds, 0.12% hits; note: plate controls were buffer without enzyme for full effect and enzyme alone for no effect
Target sequence (P15917 whole entry, looked up): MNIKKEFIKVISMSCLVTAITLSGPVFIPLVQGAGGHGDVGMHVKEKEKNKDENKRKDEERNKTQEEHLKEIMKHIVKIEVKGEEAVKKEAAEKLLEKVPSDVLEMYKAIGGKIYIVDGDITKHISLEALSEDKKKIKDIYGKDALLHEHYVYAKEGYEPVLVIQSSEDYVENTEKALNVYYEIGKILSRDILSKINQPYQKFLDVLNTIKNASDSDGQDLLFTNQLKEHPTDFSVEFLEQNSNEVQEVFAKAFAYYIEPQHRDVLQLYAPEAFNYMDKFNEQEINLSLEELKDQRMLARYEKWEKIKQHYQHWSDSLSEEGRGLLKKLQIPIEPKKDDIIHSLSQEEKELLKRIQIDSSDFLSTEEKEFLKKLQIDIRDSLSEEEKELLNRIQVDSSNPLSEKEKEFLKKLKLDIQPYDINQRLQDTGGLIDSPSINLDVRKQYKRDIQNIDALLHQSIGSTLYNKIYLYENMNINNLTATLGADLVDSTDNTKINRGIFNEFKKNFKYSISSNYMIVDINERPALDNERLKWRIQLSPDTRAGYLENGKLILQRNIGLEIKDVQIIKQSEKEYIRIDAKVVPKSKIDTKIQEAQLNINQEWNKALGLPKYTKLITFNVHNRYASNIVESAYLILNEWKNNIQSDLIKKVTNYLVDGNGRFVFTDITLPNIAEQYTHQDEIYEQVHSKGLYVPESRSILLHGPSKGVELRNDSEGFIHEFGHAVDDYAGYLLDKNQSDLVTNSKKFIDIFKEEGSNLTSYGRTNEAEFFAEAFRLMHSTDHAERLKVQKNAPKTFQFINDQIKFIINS
BoNT A protease: inhibitors of Botulinum neurotoxin A light chain protease | multiplex microsphere protease substrate cleavage, flow cytometry | inhibition, % at 10 µM | 360,000 compounds, 0.17% hits | AID 588499; note: plate controls were buffer without enzyme for full effect and enzyme alone for no effect
Vc quorum ag: inducers of Vibrio cholerae quorum light production without autoinducers; V. cholerae BH1578 lux reporter, luminescence, 6 h; 350,000 compounds, 0.16% hits; activation, % at 18.7 µM; AID 588436; in the data active = activation mostly above about 9.7%, no sharp cut-off; inconclusive = no clear call, values can overlap the other calls; inactive = mostly below about 3.7%; note: not every result past the cut was called active; inactives centre near 0; reference of the scale not given here
TcdB GH inh: blocks C. difficile toxin B glycohydrolase activity | P18177 | TcdB glycohydrolase enzymatic assay, plate reader | inhibition, % at 9.99 µM | 350,000 compounds, 0.24% hits | AID 652162; in the data active = inhibition above about 10%
DUSP3 inh: inhibitors of human VHR1 phosphatase (DUSP3); inhibition, % at 13.3 µM; recombinant VHR phosphatase, pNPP absorbance; 290,000 compounds, 0.52% hits; P51452; in the data active = inhibition above about 50%; note: some compounds called inactive have numbers as strong as hits
Target sequence (P51452 whole entry, looked up): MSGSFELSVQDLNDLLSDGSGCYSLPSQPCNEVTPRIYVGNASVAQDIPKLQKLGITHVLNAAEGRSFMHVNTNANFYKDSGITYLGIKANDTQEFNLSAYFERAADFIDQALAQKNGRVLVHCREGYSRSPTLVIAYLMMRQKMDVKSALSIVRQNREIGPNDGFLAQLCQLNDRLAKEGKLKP
CCHF vOTU inh: CCHFV vOTU protease inhibition | Pep-AMC fluorescence | inhibition, % at 11.5 µM | 370,000 compounds, 0.55% hits | AID 651958; in the data active = inhibition above about 30%; note: 0% = vehicle wells with enzyme and 100% = no enzyme wells
PriA SSB inh: inhibitors of Klebsiella pneumoniae PriA binding to SSB C-terminal tail. AlphaScreen SSBct-PriA binding, biotinylated peptide. 430,000 compounds, 0.6% hits. inhibition, % at 33 µM; in the data active = inhibition mostly above about 37%, no sharp cut-off; inactive = mostly below about 20%;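 note: plate controls were negative control peptide for no effect and reference peptide for full effect; strong numbers were not always called active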
Yp Topo-I inh: blocks Yersinia pestis topoisomerase I activity; Y. pestis Topo-I cleavage product accumulation, plate reader; activity, % at 10 µM; 360,000 compounds, 0.064% hits; AID 504884; in the data active = activity above about 50%, passing the limit was not always enough; inconclusive = no clear call, values can overlap the other calls; note: inactives centre near 2
PfHsp40 yeast: compounds rescuing yeast from Plasmodium falciparum HSP40 toxicity; S. cerevisiae expressing PfHsp40, growth rescue, ATP luminescence; growth rescue, % at 12.5 µM; 340,000 compounds, 0.68% hits; in the data active = growth rescue above about 28%, passing the limit was not always enough; inconclusive = no clear call, values can overlap the other calls;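 note: yeast W303a lacking pdr1 and pdr3 grown in galactose medium; growth measured after three days at 30 °C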
3CLpro inhibitor: SARS-CoV 3CLpro protease inhibition. P0C6X7. recombinant SARS-CoV 3CLpro, quenched FRET peptide cleavage. inhibition, % at 6 µM. 290,000 compounds, 0.14% hits. AID 1706; in the data active = inhibition above about 12%
* hit, by the source's call; i = inactive; u = inconclusive; x = no result given. Cut-off read from the data, not from the text of the source, unless noted: active = inhibition above about 30%; inconclusive = no clear call, values can overlap the other calls; inactive = below that. Not all compounds are listed. The share of hits here may be higher or lower than overall.

Every second line gives: Anthrax LF inh2	BoNT A protease	Vc quorum ag	TcdB GH inh	DUSP3 inh	CCHF vOTU inh	PriA SSB inh	Yp Topo-I inh	PfHsp40 yeast	3CLpro inhibitor
1	CCNC(=O)NC(=O)C(C)On1nnc2ccc(S(=O)(=O)N(CC)CC)cc21 (stereo not drawn)
→ -1.9	-0.9	-0.4	x	21.3	16.4	3.0	-0.8	-1.1	2.3
2	CC(NC(=S)Nc1ccc(OC(F)F)cc1OC(F)F)C(C)(C)C (stereo not drawn)
→ -2.0	-1.0	i	x	-2.7	6.8	-14.1	9.1	-0.1	1.8
3	COc1ccc2oc(C(=O)NCc3cc(OC)c(OC)cc3OC)c(C)c2c1
→ -12.7	-1.1	i	0.0	5.8	0.6	20.1	18.4	1.0	0.9
4	O=C(c1ccc(-n2cncn2)c([N+](=O)[O-])c1)N1CCN(S(=O)(=O)c2cccc(F)c2)CC1
→ -2.0	u	-4.2	1.9	x	-5.6	-2.1	-4.6	0.6	x
5	CCC(C)(C)NC(=O)C(c1cccn1C)N(C(=O)Cn1nnc2ccccc21)c1ccccc1OC (stereo not drawn)
→ -3.1	-0.1	i	x	-4.0	-10.3	4.6	29.0	0.5	3.9
6	CCOC(=O)c1sc(NC(=O)CCN2C(=O)C3CCCCC3C2=O)cc1C (stereo not drawn)
→ x	x	1.6	1.5	x	16.1	-1.4	-5.6	-0.5	x
7	Cc1ccc(OCC2Cn3c(nc4c3c(=O)[nH]c(=O)n4C)O2)cc1 (stereo not drawn)
→ -1.8	1.5	-0.2	x	20.6	-10.4	-14.8	4.8	0.0	-3.8
8	COc1ccc(OC)c(/C=C/C(=O)N2C(=O)c3cccc(N)c3C2=O)c1
→ 0.2	0.6	-0.4	-0.1	5.4	-24.2	-11.7	11.8	0.6	-4.4
9	O=C(Nc1ccc(N2CCCCC2)cc1)c1cccnc1
→ 2.2	0.2	i	x	10.9	2.7	-2.8	4.0	-2.0	-2.5
10	COC(=O)c1cc(NC(=O)c2nccnc2C(=O)O)cc(C(=O)OC)c1
→ 4.9	-0.8	-0.2	0.2	8.7	1.3	-19.2	-2.7	0.3	-0.8
11	O=C(COC(=O)C1=COCCO1)Nc1ccc(Br)cc1Br
→ 0.0	-0.1	i	1.1	x	-4.2	0.8	4.3	1.2	x
12	Nc1nc(-c2cccnc2)nn1S(=O)(=O)c1ccccc1
→ -0.7	-0.9	-0.6	x	x	-7.0	-13.1	2.5	-1.4	-4.6
13	O=C(NCc1cccs1)C(=O)NCC(c1ccco1)N1CCN(c2ccccc2F)CC1 (stereo not drawn)
→ -6.5	-0.5	i	0.8	11.5	5.1	-8.2	10.4	0.5	0.8
14	COc1cc(-c2ccc3oc(-c4ccsc4)cc3c2)cc(OC)c1OC
→ -0.3	-0.7	i	-1.5	x	-9.6	-26.0	2.3	-1.4	x
15	O=C1CC=C2C3CC4N(CCC45c4ccccc4N1C25)CC3=CCO (stereo not drawn)
→ -3.6	0.4	i	0.6	x	-1.3	-18.5	4.6	-0.4	x
16	N#Cc1c(-c2cccs2)cc(-c2cccs2)[nH]c1=O
→ -0.9	-2.4	i	-0.5	13.8	6.2	-7.5	2.0	0.9	3.0
17	COc1ccc([C@@H]2C[C@H]3[C@@H](CN2S(=O)(=O)c2ccccc2)C(=O)C[C@@H](c2cccc4ccccc24)N3S(=O)(=O)c2ccc(C)cc2)cc1
→ -1.7	-0.4	-0.4	0.4	x	9.1	x	4.8	x	x
18	O=C(Cn1cnc2c(NCc3ccccc3)ncnc21)NCc1nc2ccccc2[nH]1
→ -1.0	-0.5	i	0.5	x	7.9	1.7	-11.4	0.6	x
19	COc1cccc(C2=NOC(C(=O)Nc3cccnc3Cl)C2)c1OC (stereo not drawn)
→ 2.8	-1.0	i	0.7	10.8	2.4	-19.1	-4.9	-1.6	1.9
20	Cc1cc(Nc2cccc([N+](=O)[O-])c2)c2ccccc2n1
→ -2.9	-0.1	-0.2	1.9	16.6	1.1	12.6	-12.7	-0.2	0.6
21	COc1ccc(NC(=O)Nc2ccc3c(c2)C(=O)N([C@H](C)CO)C[C@H](C)[C@@H](CN(C)C(=O)Nc2c(C)noc2C)O3)cc1
→ -2.6	0.1	-0.5	-0.1	x	1.2	-9.7	7.6	-0.4	x
22	Cc1ccc(OCCn2cccc2/C=C2/C(=O)NC(=O)N(Cc3ccco3)C2=O)cc1
→ 0.4	0.1	-0.6	0.2	8.4	9.6	-22.0	17.2	0.2	3.1
23	Cc1cn(S(=O)(=O)c2cc(Br)ccc2Br)cn1
→ 3.4	1.0	-0.2	x	-1.5	11.4	-10.1	7.1	-1.4	-1.6
24	COC(=O)C[C@H]1c2cc(F)ccc2S(=O)(=O)N1C(C)C
→ 5.0	0.7	i	1.1	x	-6.9	10.4	3.3	0.4	x
25	COc1cccc(NS(=O)(=O)c2cc3c4c(c2)CCC(=O)N4CCC3)c1
→ -5.7	-4.8	0.1	-1.2	x	-9.8	8.2	-7.5	-0.5	x
26	Cc1ccc(-c2nc(NC(=O)CSc3ncn[nH]3)ns2)cc1
→ -5.5	-0.1	i	0.7	20.5	-14.6	-1.4	0.2	-1.3	-0.2
27	COc1ccc(NS(=O)(=O)c2cccc(C(=O)NCC(c3ccc(F)cc3)N3CCOCC3)c2)cc1 (stereo not drawn)
→ -2.2	-0.5	i	2.1	20.8	-5.3	5.2	12.3	1.6	5.8
28	COc1ccccc1CNC(=O)CN1C(=O)COc2ccc(S(=O)(=O)N3CCCCC3)cc21
→ -0.7	2.3	-1.0	-1.5	17.9	-2.4	7.5	8.8	-0.6	-5.0
29	CC(=O)Nc1ccc(OCC(O)Cn2nc(C)nc2C)cc1 (stereo not drawn)
→ -4.1	0.4	i	x	-12.2	8.5	-2.2	4.1	-0.6	0.7
30	COc1ccc(C(=O)NC(=S)N2CCN(c3ccccc3O)CC2)cc1
→ 3.4	2.2	i	-3.6	x	22.7	11.3	-7.0	-0.6	x
31	CCOC(=O)C1CCCN(C(=O)c2cc(C#N)cs2)CC1 (stereo not drawn)
→ -4.3	-0.3	-0.7	2.2	x	-5.5	x	3.9	x	x
32	CCn1c(C)nc2cc(C(=O)N/N=C/c3ccc(OC)c(O)c3)ccc21
→ -0.4	1.0	-0.4	10.8*	5.4	16.6	x	-7.1	-1.0	-3.3
33	Cc1cc(C)c2oc(C(=O)NCCc3ccc(S(N)(=O)=O)cc3)cc(=O)c2c1
→ -8.3	-0.1	i	1.0	-15.7	-4.4	-5.7	-6.5	-2.0	-1.8
34	CNc1nc(SC)nc(N(C#N)CC(=O)OC)n1
→ -1.8	0.5	-1.3	x	-4.4	10.8	-8.9	4.6	-0.1	-5.1
35	O=C(NC1=NCCS1)c1ccc(Cl)s1
→ 6.0	0.7	-1.0	x	21.6	20.0	3.6	0.9	-2.1	-0.2
36	C=C(C)C1CC=C(CN2CC(C)OC(C)C2)CC1 (stereo not drawn)
→ -1.7	1.1	i	x	20.8	-3.5	-3.2	2.6	0.3	0.7
37	COc1ccc(-c2noc(CSc3nnc(-c4ccncc4)n3-c3ccc(F)cc3)n2)cc1OC
→ -6.2	-0.2	-1.5	1.3	-1.5	0.9	19.6	9.9	0.0	4.7
38	Cc1cc(C)n(-c2cc(-c3ccccc3)nc(C)n2)n1
→ 1.4	-0.4	i	x	19.2	7.6	-19.2	8.3	0.3	5.0
39	Nn1c(SCC(=O)Nc2nccs2)nncc1=O
→ -4.1	-0.1	-0.4	0.5	28.6	-16.4	8.8	6.2	-0.3	-0.8
40	N#Cc1ccc(Cl)cc1NC(=O)CSc1cccc[n+]1[O-]
→ -21.2	-1.9	-0.9	0.9	x	19.7	1.4	-3.2	-0.1	x
41	COc1cc(-c2nnc3n(CCc4ccccc4)c(=O)c4ccccc4n23)cc(OC)c1OC
→ 0.6	0.2	0.0	0.6	-5.7	7.5	3.1	1.1	-0.4	-2.8
42	COc1ncccc1-c1cnc2cccnn12
→ -2.8	0.0	-0.6	0.8	x	-79.2	x	6.2	x	x
43	CCN(CC)S(=O)(=O)c1cc(NC(=O)CCn2[nH]c(=O)ccc2=O)ccc1C
→ 0.7	1.9	-2.1	-1.2	x	1.4	-8.8	2.4	2.9	x
44	CCN(CC(=O)Nc1ccc(NC(C)=O)cc1)C(=O)COc1ccc(C(=O)c2ccccc2)cc1
→ -0.2	-0.5	0.4	x	17.7	-9.7	0.5	30.0	1.7	-1.4
45	O=C(Nc1ccccc1)c1cnc2n(c1=O)CCS2
→ -2.5	0.0	-0.1	-0.1	20.9	0.8	-9.8	-7.5	-0.2	1.8

Of the compounds above, 6 have fluorine:
Every second line gives: Anthrax LF inh2	BoNT A protease	Vc quorum ag	TcdB GH inh	DUSP3 inh	CCHF vOTU inh	PriA SSB inh	Yp Topo-I inh	PfHsp40 yeast	3CLpro inhibitor
2	CC(NC(=S)Nc1ccc(OC(F)F)cc1OC(F)F)C(C)(C)C (stereo not drawn)
→ -2.0	-1.0	i	x	-2.7	6.8	-14.1	9.1	-0.1	1.8
4	O=C(c1ccc(-n2cncn2)c([N+](=O)[O-])c1)N1CCN(S(=O)(=O)c2cccc(F)c2)CC1
→ -2.0	u	-4.2	1.9	x	-5.6	-2.1	-4.6	0.6	x
13	O=C(NCc1cccs1)C(=O)NCC(c1ccco1)N1CCN(c2ccccc2F)CC1 (stereo not drawn)
→ -6.5	-0.5	i	0.8	11.5	5.1	-8.2	10.4	0.5	0.8
24	COC(=O)C[C@H]1c2cc(F)ccc2S(=O)(=O)N1C(C)C
→ 5.0	0.7	i	1.1	x	-6.9	10.4	3.3	0.4	x
27	COc1ccc(NS(=O)(=O)c2cccc(C(=O)NCC(c3ccc(F)cc3)N3CCOCC3)c2)cc1 (stereo not drawn)
→ -2.2	-0.5	i	2.1	20.8	-5.3	5.2	12.3	1.6	5.8
37	COc1ccc(-c2noc(CSc3nnc(-c4ccncc4)n3-c3ccc(F)cc3)n2)cc1OC
→ -6.2	-0.2	-1.5	1.3	-1.5	0.9	19.6	9.9	0.0	4.7

(continued)
Every second line gives: Anthrax LF inh2	BoNT A protease	Vc quorum ag	TcdB GH inh	DUSP3 inh	CCHF vOTU inh	PriA SSB inh	Yp Topo-I inh	PfHsp40 yeast	3CLpro inhibitor
46	Cc1ccc2nc(-c3ccccc3)cc(C(=O)NCC3CCCO3)c2c1 (stereo not drawn)
→ u	-1.5	-0.6	0.9	13.1	-29.8	-4.6	-3.0	x	3.9
47	COc1ccc(Br)cc1CN(C)C(=O)C1=CC=CN2CCS(=O)(=O)N=C12
→ -3.5	-0.3	i	-0.3	x	1.4	-13.4	9.4	-1.0	x
48	COc1cccc(NC(=O)Cn2nnc(C(=O)Nc3cc(Cl)ccc3OC)c2N)c1
→ 2.1	1.0	-0.3	0.8	-12.2	7.3	-8.9	16.5	-1.4	1.7
49	COc1ccc(S(=O)(=O)Nc2ccccc2C(=O)NC(C)(C)C)cc1OC
→ -1.4	-0.9	-2.8	x	32.6	3.7	-29.8	0.8	0.1	5.0
50	C=C(C(=O)c1ccccc1)C(C)C(=C)C(=O)c1ccccc1
→ 0.2	-0.7	-0.4	-0.8	37.8	-0.6	-11.9	38.2	0.2	1.4
51	COc1ccccc1NC(=O)/C(C#N)=C/c1ccncc1
→ -0.6	0.3	-1.7	0.9	1.2	-6.7	-23.4	9.6	-0.5	2.6
